Source: PubChem
RECQ1 inh = qHTS Assay for Inhibitors of RecQ-Like Dna Helicase 1 (RECQ1). ATP-dependent DNA helicase Q1 (Homo sapiens), P46063. RECQ1 DNA unwinding, red fluorescence kinetic read. Potency, µM (series often up to 57.3 µM), for inactives: at the highest dose activity, negative = inhibition, most hits filed as inhibitors. actives 0.54% (n = 240,000). AID 2549, 2010;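 further: plate controls were vehicle for no effect and no enzyme for full effect; nearly all actives have a fitted effect of over 30% in size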
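RECQ1T1 50 nM; forked duplex (20 bp + 30-nt ss tails) 200 nM, ATP 2 mM final; pH 8.0, 2 mM MgCl2, 2.5 ug/ml poly(dI-dC); 15 min compound preincubation; discontinuous kinetic read over 2 h at RT.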
IMPase Li cell = qHTS Assay for Identifying the Cell-Membrane Permeable IMPase Inhibitors: Potentiation with Lithium. CHO-M1 cells, IP1 TR-FRET (IP-One), carbachol + lithium. Potency, µM (highest dose often 59.4 µM), for the others: top-dose activity, negative = IMPase inhibition, hits mostly inhibitors. actives 0.35% (n = 210,000). AID 1457, 2008;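 further: IP1 builds up when IMPase is blocked and the TR-FRET signal falls; plate controls were basal vehicle for no effect and high inhibitor control for full effect; nearly all actives have a fitted effect of over 50% in size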
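CHO cells stably expressing M1 receptor (2000/well, cultured 16–30 h) treated 30 min at 37C with compound plus low lithium. Cytosolic IP1 by TR-FRET (665/620 ratio and 620 channel) after 10 min lysis; AC50 by Hill fit.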
Epigenetic derep = Quantitative High-Throughput Screen for Regulators of Epigenetic Control | murine LDR cells, GFP reporter derepression, 30 h | Potency, µM (top dose mostly 53.9 µM), without a hit: at the highest dose GFP activation, usual class: activators | actives 0.2% (n = 280,000); further: % of control where 0% means no effect; nearly all actives have a fitted effect of over 60% in size
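Murine LDR cells carrying a silenced, genomically integrated CMV-driven GFP reporter were exposed to compound for 30 hours at 37 C. After PBS washes, GFP-positive cells (20–120 um objects) were counted by laser-scanning microplate cytometry.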
KDM4E inh = qHTS Assay for Inhibitors of Human Jumonji Domain Containing 2E (JMJD2E); Potency, µM (highest dose often 57.1 µM), without a hit: top-dose activity change, negative = inhibition, most hits filed as inhibitors; JMJD2E catalytic domain, FDH-coupled NADH fluorescence (FDH is formaldehyde dehydrogenase); Lysine-specific demethylase 4E (Homo sapiens), B2RXH2; actives 1.6% (n = 230,000); AID 2147, 2009; active means well fitted inhibition curve with a large enough effect, not every such curve was filed as active;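 further: 0% = wells with enzyme and -100% = buffer wells without enzyme; nearly all actives have a fitted effect of over 50% in size; many of its hits are not listed in these tables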
SMN2 splice up = qHTS Assay for Enhancers of SMN2 Splice Variant Expression. actives 2.8% (n = 210,000). Potency, µM (doses to about 46.1 µM), for the others: at the highest dose activity change, positive = activation, usual class: activators. AID 1458, 2008. HEK293 SMN2-luciferase splicing reporter, luminescence, 30-36 h; further: % of control where 0% means no effect; nearly all actives have a fitted effect of over 55% in size
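HEK293 cells carry an SMN2 […]–luciferase reporter in which exon 7 inclusion puts luciferase in frame. Cells were plated 10-12 h before compound addition, then incubated 30-36 h at 37C. ONE-Glo luminescence was read; sodium butyrate at 4.5 mM final served as control.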
KinaseGlo FLuc = Counterscreen for Luciferase (Kinase-Glo TM) Inhibition; Kinase-Glo luciferase, ATP luminescence, 8 min; Potency, µM (top dose mostly 38.3 µM), without a hit: at the top dose activity change, negative = inhibition, hits mostly inhibitors; actives 0.28% (n = 200,000); Luciferin 4-monooxygenase (Photuris pensylvanica), Q27757; further: on the % scale 0 is the no-effect control and ±100 the full control effect; nearly all actives have a fitted effect of over 60% in size
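Compound is pinned into ATP-containing buffer (10 uM ATP, imidazole pH 7.2, 7 mM MgCl2). Kinase-Glo luciferase reagent is then added. Light output is recorded following an 8-min room-temperature incubation.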
GoLoco inh red = qHTS Assay for Inhibitors of RGS12 GoLoco Motif Activity (Red Fluorophore) | actives 0.44% (n = 230,000) | AID 880, 2007 | Gai1:RGS12 GoLoco peptide FP, rhodamine, 10 min | Guanine nucleotide-binding protein G(i) subunit alpha-1 (Homo sapiens), P63096 | Potency, µM (doses to about 61.6 µM), for inactives: at the top dose activity, negative = inhibition, usual class: inhibitors; active means well fitted inhibition curve with a large enough effect, not every such curve was filed as active; inactive means no such curve, though single readings can be large or run the other way; further: on the % scale 0 is the no-effect control and ±100 the full control effect; nearly all actives have a fitted effect of over 30% in size; many of its hits are not listed in these tables
Target sequence (P63096 whole entry, looked up): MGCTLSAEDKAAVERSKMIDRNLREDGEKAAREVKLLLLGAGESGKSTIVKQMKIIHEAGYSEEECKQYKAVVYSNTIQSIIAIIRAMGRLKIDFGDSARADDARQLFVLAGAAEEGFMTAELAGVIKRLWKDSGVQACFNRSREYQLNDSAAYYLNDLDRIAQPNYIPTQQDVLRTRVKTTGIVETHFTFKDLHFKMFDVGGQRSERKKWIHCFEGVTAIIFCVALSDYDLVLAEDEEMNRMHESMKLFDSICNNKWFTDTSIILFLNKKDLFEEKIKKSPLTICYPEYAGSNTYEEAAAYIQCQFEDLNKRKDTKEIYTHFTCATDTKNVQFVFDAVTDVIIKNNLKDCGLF
An asterisk follows results filed as active; i = inactive; · = no result given; & = joins results of further samples; [ ] = another dose, or the depositor's remark. Unless noted, the call rests on the fitted dose curve; in most records, active means well fitted curve in the direction sought with a large enough effect; inconclusive means small, poorly fitted or top-dose-only effect, or another doubt; inactive means no such curve, though single readings can be large; an effect the other way counts as inactive or inconclusive. Potency means the concentration at half of the fitted maximal effect. Not all compounds are listed. The share of hits here may be higher or lower than overall.

SMILES	RECQ1 inh	IMPase Li cell	Epigenetic derep	KDM4E inh	SMN2 splice up	KinaseGlo FLuc	GoLoco inh red
CC(=O)C1=C(O)[C@@H]2[C@@H]3c4c[nH]c5cccc(c45)C[C@@H]3C(C)(C)N2C1=O	-5%	27%	-0.3%	13µM*	·	-2%	8%
CC[C@H]1C(=O)OC[C@H]1Cc1cncn1C	i	-10%&-2%	-0.3%[16.9 µM]	4%[25.5 µM]	-18%[9.22 µM]	-1%[7.66 µM]	3%[14.2 µM]
